HDAC3 inh: human HDAC3 inhibition; inhibition, % at 8.3 µM; recombinant HDAC3, fluorogenic peptide/trypsin coupled, fluorescence; O15379; 320,000 compounds, 0.15% hits; in the data active means inhibition above about 26%, passing the limit was not always enough; inconclusive means no clear call, values can overlap the other calls
Target sequence (O15379 whole entry, looked up): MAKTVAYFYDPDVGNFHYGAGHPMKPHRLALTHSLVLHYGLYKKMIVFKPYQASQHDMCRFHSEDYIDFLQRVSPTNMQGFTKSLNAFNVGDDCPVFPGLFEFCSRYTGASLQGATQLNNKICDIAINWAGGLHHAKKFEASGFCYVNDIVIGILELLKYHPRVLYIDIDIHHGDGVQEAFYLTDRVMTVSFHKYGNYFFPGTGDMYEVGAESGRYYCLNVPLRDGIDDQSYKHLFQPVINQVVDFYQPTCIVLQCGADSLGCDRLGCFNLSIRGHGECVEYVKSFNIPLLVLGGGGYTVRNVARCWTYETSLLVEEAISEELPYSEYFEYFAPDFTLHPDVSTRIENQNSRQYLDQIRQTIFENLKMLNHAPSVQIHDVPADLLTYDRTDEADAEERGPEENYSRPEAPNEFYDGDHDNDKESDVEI
AI-2 QS mod: modulators of Vibrio harveyi AI-2 quorum sensing system | Vibrio harveyi JMH597 AI-2 luminescence/OD600 ratio, 9 h; stronger effect = lower value; strain lacks LuxN and CqsS sensors; 0 = neutral-control median | activity change, % at 7.5 µM | 300,000 compounds, 0.4% hits | AID 2094; in the data active means activity change below about -75%, passing the limit was not always enough; inconclusive means no clear call, values can overlap the other calls;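 further: luminescence divided by OD600 gain over 9 h not by final OD600 alone; inactives centre near 13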
HSF1 inh: HSF1 inhibition. NIH3T3-HGL HSE-luciferase, MG132-induced, luminescence 8 h; stronger effect = lower value. activity change, negative = inhibition, % at 7.5 µM (by protocol). 300,000 compounds, 0.77% hits. AID 2098;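 active means more than half of replicate wells show activity change below -50%, luminescence cut by over half; inconclusive means some wells, but at most half, below -50%; inactive means no replicate well below -50%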;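 further: luciferase reports HSF-1 transcriptional activity via heat shock element; 0% = median of DMSO wells and -100% = zero luminescence signal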
HSP90 inh: inhibitors of HSP90 luciferase refolding in rabbit reticulocyte lysate. luciferase refolding luminescence, 3 h. 290,000 compounds, 0.91% hits. inhibition, % at 5.6 µM;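 active means inhibition above the screen-wide mean plus 3 SD, computed separately per campaign, cut at about 16% in these data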;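 further: 0% = DMSO wells and 100% = 60 µM geldanamycin wells; inhibitors lower the luminescence because luciferase stays unfolded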
IEC-6 cytotox: kills IEC-6 intestinal cells in KLF5 counter-screen; IEC-6 cytotoxicity, luminescence viability; inhibition, % at 5 µM; 290,000 compounds, 0.78% hits; in the data active means inhibition above about 22%;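 further: 0% = plate median of test compound wells and 100% = cytotoxic reference compound wells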
aSyn 5UTR inh: 5' untranslated region of α-synuclein, MLPCN primary screen; alpha-synuclein 5'UTR reporter, inhibitor activity; inhibition, % (tested at 7.5 µM); 300,000 compounds, 0.82% hits; AID 1813; in the data active means inhibition above about 60%; inconclusive means no clear call, values can overlap the other calls;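 further: H4 neuroglioblastoma cells stably carrying SNCA 5'UTR luciferase fusion; 0% = DMSO wells and 100% = positive control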
HSF-1 act: increases HSF-1 driven luciferase reporter signal; NIH3T3-HGL HSF-1 luciferase reporter, MG132, 8 h; 100% = twice DMSO control signal; activation, % at 9 µM; 300,000 compounds, 1.7% hits; AID 504408;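 active means mean replicate activation of at least 50% with a set share of replicates each reaching 50%; inconclusive means only one of those two conditions met; inactive means mean below 50% and too few replicates reaching it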;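 further: 0% = median of the neutral control wells and 100% = twice that signal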
KLF5 inh: suppresses KLF5 promoter-driven expression. DLD-1 KLF5 promoter-luciferase reporter, luminescence. inhibition, % at 5 µM. 290,000 compounds, 0.23% hits;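 active means inhibition above a per-plate limit of that plate's mean compound inhibition plus 3 SD, cut at about 60% in these data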;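 further: 0% = DMSO wells and 100% = LY294002 at 200 µM; higher means less KLF5 promoter-driven luciferase light; inactives centre near -14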
Platelet DG rel: platelet dense granule release activity; human platelet-rich plasma, SFLLRN dense granule ATP release, luminescence; inhibition, %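 (compounds screened at 7.5 µM in platelet-rich plasma)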; 300,000 compounds, 0.22% hits; AID 1663;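 active means mean replicate score, as percent of positive control, at or above 50; inconclusive means mean below 50 but at least one replicate at or above 50; inactive means mean and every replicate below 50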
HIF activator: HIF pathway transcriptional activation. activation, % at 7.5 µM (by protocol). AID 1910. 300,000 compounds, 0.32% hits. U2OS HRE-luciferase reporter, luminescence; normalized: DMSO 0%, desferrioxamine 100%;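 active means mean activation of at least 10% of the iron chelator positive control signal, with at least half of replicates also reaching 10%; inconclusive means mean and replicate majority disagree about reaching 10%; inactive means mean and most replicates under 10%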
Active calls of the source: *; ? = inconclusive; . = not tested or not shown.

The line under a structure holds: HDAC3 inh, AI-2 QS mod, HSF1 inh, HSP90 inh, IEC-6 cytotox, aSyn 5UTR inh, HSF-1 act, KLF5 inh, Platelet DG rel, HIF activator
COc1cc(/C=C2\SC(=S)N(N3CCOCC3)C2=O)cc(OC)c1OC
 : -2, 10, 6, -2, 0, 2, -8, -4, -11, -0.1
CCCCNC(=O)CSc1cc(=O)n(C)c2ccccc12
 : -2, 16, 0, 1, 6, 13, 1, -11, 0, -0.4
CC1CN(C(=O)COC(=O)c2ccc(Cl)c(S(=O)(=O)N3CCCCC3)c2)CC(C)O1 (stereo not drawn)
 : -4, 14, -4, -2, -6, -6, -9, -13, -2, -0.3
O=C1CC(N(CCc2ccccc2)C(=S)Nc2cc(Cl)ccc2Cl)C(=O)N1c1c(Cl)cccc1Cl (stereo not drawn)
 : -3, 35, 9, 6, 5, 58, 15, -18, -1, -31
CCc1ccc(Oc2coc3cc(OCC(=O)Nc4cc(C)ccc4C)ccc3c2=O)cc1
 : 0, 16, -15, 2, -2, ?, -17, -25, -8, 0.0
CCc1ccc(Sc2cc(C(=O)NCCN3CCOCC3)c3ccccc3n2)cc1
 : -3, 9, 3, -3, 4, -7, 3, -10, 7, 0.2
COc1ccc(CN2CCNC(=O)C2CC(=O)N2CCCN(C(C)=O)CC2)c(OC)c1 (stereo not drawn)
 : 10, 2, -4, -1, -3, -1, -6, -13, 0, -0.2
CC(=O)Nc1nnc(CCS(=O)(=O)c2ccc(C)cc2)s1
 : -2, 35, -5, ., ., -8, -2, ., -5, 1.2
Cn1c(=O)cc(SCC(=O)N2CCN(C3CCCCC3)CC2)c2ccccc21
 : -3, 18, -1, ., ., -15, 26, ., -2, 0.1
CCOC(=O)c1c(S(=O)(=O)NCc2ccco2)c(C)n(C)c1C
 : 3, 21, -5, -3, -6, 9, 0, -19, 16, 0.7
CCn1cnc2cc(NCc3cccs3)ccc21
 : -3, 20, 6, -1, -4, -59, 2, -36, 6, 1.4
CCOC(=O)C1=C(CC)Nc2ccccc2N=C1NC(=O)Cn1cnc2ccccc2c1=O
 : 9, 29, -3, -3, 5, 4, -28, -3, -3, 0.1
CC1CN(C)C(C)C/C1=N\Oc1ccc([N+](=O)[O-])cc1 (stereo not drawn)
 : 1, 19, 8, 2, 5, -12, -2, -9, -1, 0.6
C/C(=N\NC(=O)COc1cc(C)cc(C)c1)c1ccc(N2CCOCC2)cc1
 : -6, 26, -1, 3, -1, -1, 1, -30, 0, 0.0
C=C(C)CNC(=S)N/N=C/c1ccccc1OCC(=O)O
 : 1, 7, -5, 0, 4, 5, -6, -22, -1, -0.5
O=C(O)c1ccccc1S(=O)(=O)NCC(O)COC1CCCCC1 (stereo not drawn)
 : 2, 4, -3, 3, 5, 19, -3, -12, -3, -0.4
CC1CCCC(N2CCN(C(=O)c3ccc([N+](=O)[O-])cc3)CC2)C1 (stereo not drawn)
 : 7, 6, -2, -2, -1, -17, -10, -20, 14, 0.6
Cc1ccc(N(CC(N)=O)C2SC(=O)NC2=O)cc1 (stereo not drawn)
 : 9, 2, -1, 3, 0, 3, 2, 3, 9, -0.1
O=[N+]([O-])c1ccccc1-c1ccc(CN2CCN(c3ccccc3)CC2)o1
 : -2, 13, 0, -2, -5, -7, -10, -24, 0, -0.9
Oc1ccc(N=Nc2ccc(Br)cc2)c(O)c1
 : 5, 2, 10, -3, 29*, -226, 5, -63, 18, 1.7
Cc1cc(C)cc(OCC(=O)Nc2nc3ccc([N+](=O)[O-])cc3s2)c1
 : 5, -8, 1, -4, 1, -1, 6, -19, 5, -0.7
COc1ccc(CN2CCC(C(=O)c3ccc(F)cc3)CC2)cc1
 : -3, 5, -8, -4, 3, 11, -16, -14, 5, -0.4
O=C(c1cc([N+](=O)[O-])ccc1N1CCOCC1)N1CCN(c2ccccc2)CC1
 : -2, 18, -35, 0, 90*, 91*, -32, 82*, -2, 0.1
COc1cccc(C(=O)Oc2ccc(N3C(=O)CCC3=O)c(C)c2)c1
 : -1, 24, -2, 0, -9, 12, -8, -17, -1, 0.5
CC(C)(C)OC(=O)N1CCC(c2c(C(=O)NC3CC3)cnn2-c2ccc(Cl)cc2)CC1
 : -6, 18, -1, -1, -4, 8, -1, -31, 7, -0.8
CCCCCNC(=O)c1ccc2c(=O)n(CCCN3CCCC3=O)c(=S)[nH]c2c1
 : -2, 47, -3, 0, -1, 14, -14, -19, 4, -0.1
C=C(C)C1CC=C(C)/C(=N/NC(=O)CNc2ccc(OCC)cc2)C1 (stereo not drawn)
 : 2, 12, 5, 4, 3, -30, 28, -7, 2, -0.3
Clc1ccccc1Cc1noc(CN2CCN(Cc3ccccn3)CC2)n1
 : 2, 12, 2, 1, -4, -20, 18, -36, 4, -0.3
CC1=CN2C(=NC(=O)CC2(C)C(=O)N(CC(=O)NC2CCCC2)c2cc(C)cc(C)c2)C=C1 (stereo not drawn)
 : -39, 2, -7, -1, -1, 14, -8, 6, 1, -0.7
CCNc1ccc(C(=O)O)cc1N
 : -14, 39, -25, 55*, -1, -42, -22, -25, 1, 0.6

New compounds follow
The line under a structure holds: HDAC3 inh, AI-2 QS mod, HSF1 inh, HSP90 inh, IEC-6 cytotox, aSyn 5UTR inh, HSF-1 act, KLF5 inh, Platelet DG rel, HIF activator
CCOCCCNC(=S)Nc1cc(C)cc(C)c1
 : 0, 15, -16, 3, -3, 5, -11, -10, 4, 143*
COc1ccc(C(=O)/C=C(/C)N(C)C)cc1
 : 1, 19, -8, -1, -9, 0, -4, -44, 0, -0.2
Nc1c(C(=O)N/N=C/c2cccnc2)oc2nc(-c3ccco3)cc(-c3ccco3)c12
 : 2, 11, 2, 1, -16, -31, 8, -9, 4, -0.2
c1ccc(Cn2nnnc2C(c2cccnc2)N2CCN(C3CCCCC3)CC2)cc1 (stereo not drawn)
 : -1, 12, -4, 2, -2, -9, -8, 1, 1, .
COc1ccc(OC)c(-c2csc(-c3cccs3)n2)c1
 : -4, 26, -3, 5, 9, -16, 2, -31, 6, 0.7
O=C(CSc1nnc(-c2cccs2)o1)N1CCCc2ccccc21
 : 7, 3, 17, 5, 0, 4, 68*, 4, -5, -0.2
Cc1ccc(-c2nnc(NC(=O)C3=COCCO3)o2)c(C)c1
 : ., 5, 1, ., ., -27, -8, ., -10, 0.5
Cc1ccc(CN2CCC(C(=O)Nc3cccc(-c4cccc(F)c4)c3)CC2)o1
 : -6, 3, -1, -3, -1, 12, 4, -24, 7, -0.2
COc1ccc(Cl)cc1S(=O)(=O)NCc1cccnc1
 : -3, 14, -15, -1, -4, 16, -4, -51, -10, -0.5
O=C(Nc1cc(SCC(O)CO)cc([N+](=O)[O-])c1)c1ccc(-n2cnnn2)cc1 (stereo not drawn)
 : -8, 22, 1, 2, -1, -19, -13, -27, 1, 0.2
COC(=O)c1cnn(-c2cc(Oc3cccc(C)c3)ncn2)c1N
 : 1, -88*, 5, 6, -2, -138, -5, -38, -18, 1.1
C/C(N)=C(/C#N)C(=O)CSc1ccc2c(c1)OCCO2
 : 0, 16, 31, 0, -1, -125, 40, -87, 4, 2.8
CCOC(=O)c1cc2c(ccn2C)n1Cc1ccccc1Cl
 : -7, 13, 6, 4, 1, 33, 11, -13, 9, -11
S=C(Nc1cccc(Cl)c1Cl)NC1CCN(Cc2ccccc2)CC1
 : -1, 10, ., 0, 4, ., ., -24, ., .
Cc1ccc(C(=O)CSc2nc3cc(S(=O)(=O)N4CCOCC4)ccc3o2)cc1
 : 2, 27, 1, 3, 1, 1, 0, -19, -5, -0.1
Cc1ccc(CNc2ccc(N3C(=O)CCCC3=O)cc2[N+](=O)[O-])cc1
 : ., 32, -1, -1, -1, 8, 11, -5, -28, 0.0
Cc1ccc(S(=O)(=O)N2CCCCC2)cc1NC(=O)CSc1ccc2c(c1)OCCO2
 : 1, 37, 10, -1, 3, -20, -1, 7, 1, 0.2
O=C(COC(=O)c1cccnc1)Nc1ccc2c(c1)OCO2
 : 0, 1, -8, -1, -8, -13, 0, -46, -18, 0.3
O=C(Nc1ccncc1)Nc1ccc(Br)cc1Cl
 : 9, -2, -4, -4, 2, -21, -4, -37, 6, -0.5
CCOC(=O)N1CCN(C2=Nc3cccc4cccc2c34)CC1
 : 4, 30, 12, 0, -3, 0, 14, -38, -3, 0.1
Cc1sc2c(c1C)C(=O)NC(c1ccccc1F)N2 (stereo not drawn)
 : 8, 20, 26, -1, -3, -115, 34, -54, 9, 3.0
O=C(NNC(=O)c1sccc1-n1cccc1)c1ccccc1
 : 6, 9, -3, 2, 3, 6, 5, 5, 2, -0.3
Cc1ccc2occ(/C=N/NC(=O)c3ccncc3)c(=O)c2c1
 : 1, 45, -9, -4, 0, 9, -9, -20, -5, 0.1
COC(=O)c1cc(S(=O)(=O)N2CCOCC2)ccc1Sc1ccccc1N
 : 4, 23, -2, -5, 1, 1, 22, -12, -2, 0.1
C=CCc1cccc2cc(C(=O)OCC(=O)c3ccccc3)c(=O)oc12
 : 0, 2, -6, -5, -8, 2, 18, -23, -1, -1.5
O=C(c1nn2cccnc2c1Cl)N1CCN(c2ccccc2)CC1
 : 4, ., ., 5, 0, ., ., 11, ., .
Cc1ccc(C=C2C(Cl)=C(Cl)C(Cl)=C2Cl)cc1
 : -7, 20, 7, 4, -11, -29, 4, -12, -5, 0.0
O=C(CCS(=O)(=O)Cc1ccccc1)Nc1nnc(C(F)(F)F)s1
 : -5, 1, -1, 3, -8, 6, -11, -15, 2, -1.3
Oc1ccc2ccccc2c1C=Nc1cc(C(F)(F)F)ccc1N1CCCC1
 : -7, 29, -2, 1, 1, 5, -12, -13, 3, -0.3
CCCN1C(=O)N(C)C(N(O)C(=O)NC)C1(C)C (stereo not drawn)
 : -4, 10, -6, -3, 2, 15, -1, -18, -2, -0.2

Assay outcomes: PubChem, several laboratories

An unsorted share of the library. About 5% of those tested had a hit in this group.
